From PubChem
KDM5B inhibitor – Primary screen for KDM5B Histone Demethylases FDH-coupled qHTS; Lysine-specific demethylase 5B (Homo sapiens), Q9UGL1; KDM5B demethylase, FDH-coupled NADH fluorescence (FDH is formaldehyde dehydrogenase); Potency, µM (highest dose often 57.7 µM), for inactives: at the highest dose activity change, negative = inhibition, actives largely listed as inhibitors; actives 2.6% (n = 220,000); AID 1347165, 2019; active = well fitted inhibition curve with a large enough effect; inconclusive = small, poorly fitted or top-dose-only effect; inactive = no such curve, though single readings can be large or run the other way; also: 0% is about no effect; nearly all actives have a fitted effect of over 70% in size
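Inhibition is measured as reduced NADH fluorescence generation from FDH coupling to formaldehyde release. Truncated KDM5BΔAP at 200 nM final acts on H3K4me3 peptide (12.5 µM in substrate mix) in pH 7.5 HEPES buffer with Tween-20, 30 min, room temperature.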
The depositor's hits bear a star; [ ] = another dose, or the depositor's remark. Potency is read from the fitted curve at half-maximal effect. The list is partial; the hit share may differ from the screen's.

For COc1cc(C(=O)N[C@H]2[C@@H]3CCO[C@@H]3[C@@H]2C2CCCC2)ccn1 the results were KDM5B inhibitor 16%.
Screening O=C(c1ccc(Cl)cc1)N1CC2(CCN(C3COC3)CC2)Cc2ccccc21 returned KDM5B inhibitor -12%[115 µM].
O=C(CCc1c[nH]c2ccccc12)N1CCC(C(=O)N2CCCCCC2)CC1 was read as KDM5B inhibitor 16%.
CN1CCN(C(=O)/C(=C/c2ccccc2Cl)NC(=O)c2ccccc2)CC1 was read as KDM5B inhibitor -5%.
Screening Cc1cc(C)cc(-c2nnc(SCC(=O)N3CCCC(C)C3)o2)c1 (centres undefined) returned KDM5B inhibitor 17%.
O=C(c1cccc(OC2CN(Cc3cccc(F)c3F)C2)c1)N1CCOCC1 was read as KDM5B inhibitor 2%.
`CCOC(=O)c1[nH]c2ccccc2c1NC(=O)c1ccccc1OCC` gave KDM5B inhibitor -29%.
Screening CCCCCNC(=O)Cc1csc2nc(C)c(-c3cc(C)n(-c4ccccc4CC)n3)c(=O)n12 returned KDM5B inhibitor inconclusive.
O=C(CCc1nc2ccccc2s1)N1CCC(c2noc(-c3ccccn3)n2)C1 (centres undefined) was read as KDM5B inhibitor 0%.
For Cc1ccc(C(=O)NCc2nc(-c3ccccc3)no2)cc1N1CCNC1=O the results were KDM5B inhibitor inconclusive.
Screening CCN1CCN(C(=O)CCCN(c2cccc(C)c2)S(C)(=O)=O)CC1 returned KDM5B inhibitor 8%.
`Cc1ncc(CO)c2c1Oc1nc(-c3ccccc3)nc(SCC(=O)Nc3cccc(C(F)(F)F)c3)c1C2` gave KDM5B inhibitor inconclusive.
CCOC(=O)c1[nH]c(C)c(CCC(=O)Nc2ccccc2OCC)c1C was read as KDM5B inhibitor -8%.
COc1ccc(C(=O)N2CCCCCNC(=O)[C@@H]3CCCC[C@@H]32)c(OC)c1 was read as KDM5B inhibitor 8%.
For Cc1cccc(CSc2nc3cc(C(=O)NC4CCCC4)ccc3c(=O)n2Cc2ccccc2)c1 the results were KDM5B inhibitor inconclusive.

Compounds above with a Cl atom, in the order listed:
Screening O=C(c1ccc(Cl)cc1)N1CC2(CCN(C3COC3)CC2)Cc2ccccc21 returned KDM5B inhibitor -12%[115 µM].
CN1CCN(C(=O)/C(=C/c2ccccc2Cl)NC(=O)c2ccccc2)CC1 was read as KDM5B inhibitor -5%.

More results.
`COc1cccc(CN(C)C(=O)c2ccccc2Sc2ccccc2C#N)c1OC` gave KDM5B inhibitor 15%.
Screening O=C(Nc1ccc(Br)c(Cl)c1)c1ccc(C(=O)Nc2ccc(Br)c(Cl)c2)cc1 returned KDM5B inhibitor -11%.
`CN1CCCCCC(O)c2cc(C(=O)NCc3nc4ccccc4n3C)ccc21` (centres undefined) gave KDM5B inhibitor inconclusive.
CN1CCc2c([nH]c3ccccc23)C12CCN(C(=O)c1ccsc1)CC2 was read as KDM5B inhibitor inconclusive.
For COc1cccc(CC(=O)N2CC[C@@H](NC(=O)c3cnccn3)[C@H](O)C2)c1 the results were KDM5B inhibitor 13%.
Screening COc1cc2c(cc1OC)C(c1ccccc1OC(C)C)CC(=O)N2 (centres undefined) returned KDM5B inhibitor 8%.
For CCOC(=O)c1sc(NC(=O)c2cc3nc(-c4ccc(Br)cc4)cc(C(F)(F)F)n3n2)c(C(=O)OCC)c1C the results were KDM5B inhibitor -8%.
Screening COc1cc(OC)c(NC(=O)CN2C(=O)NC3(CCOCC3)C2=O)cc1Cl returned KDM5B inhibitor -7%.
For Cn1c(Nc2ccc(Cl)cc2)cc(=O)n(C)c1=O the results were KDM5B inhibitor inconclusive.
`CCOc1ccc(C(C)NC(=O)c2cc(C)ccc2C)cc1OCC` (centres undefined) gave KDM5B inhibitor -16%.
Screening CCC(C)NC(=O)CN1C(=O)NC2(CCC(C(C)(C)C)CC2)C1=O (centres undefined) returned KDM5B inhibitor -1%.
For Cc1nc(C)c(C(=O)OC(C)C(=O)C23CC4CC(CC(C4)C2)C3)s1 (centres undefined) the results were KDM5B inhibitor -4%.
`Fc1ccc(C2C=C(c3ccccc3)NC(=S)N2)cc1` (centres undefined) gave KDM5B inhibitor inconclusive.
`O=C(CSc1nc(-c2ccccc2)no1)N1CCN(c2ccc(F)cc2)CC1` gave KDM5B inhibitor -13%.
For NC(=O)c1ccc(CC2CCN(C(=O)C3CCOC3)CC2)cc1 (centres undefined) the results were KDM5B inhibitor 24%.
Screening Cc1cc(C(=O)NCc2cccnc2N(C)C)no1 returned KDM5B inhibitor 20%.
`Cc1cc(-c2cccc(OC(C)C)c2)cnc1-n1cnnc1` gave KDM5B inhibitor inconclusive.
O=S1(=O)C[C@H](N2CCN(Cc3ccc4c(c3)OCO4)CC2)[C@@H](S(=O)(=O)c2cccs2)C1 was read as KDM5B inhibitor 18%.
Screening COc1cc(NC(=O)c2c(-c3ccc(C)cc3)nnc3ccccc23)cc(OC)c1OC returned KDM5B inhibitor -7%.
For CCc1ccc(NC(=O)C2CCCN2S(=O)(=O)c2ccc3nc(-c4ccccc4)[nH]c3c2)cc1 (centres undefined) the results were KDM5B inhibitor inconclusive.
`Cc1cccc(CSc2nc3c(c(=O)[nH]2)CCC3)c1` gave KDM5B inhibitor -36%.
For CNC(=O)C1(N2CCC[C@H]2C(=O)NCCN2CCOCC2)CCCCC1 the results were KDM5B inhibitor inconclusive.
For c1ccc(CSc2cc3ccccc3[nH]2)cc1 the results were KDM5B inhibitor -12%.
Screening CC1=C[C@@H](CNC(C)C)[C@H](C(C)C)C[C@H]1Cc1nnc(-c2ccc(C)cc2)o1 returned KDM5B inhibitor 15%[86.2 µM].
`Cc1cccc(NC(=O)CC2CC3CCC2C3)c1` (centres undefined) gave KDM5B inhibitor -2%.
`COc1ccc(N2CCN(C(=O)CSCc3nc(-c4ccccc4Cl)oc3C)CC2)cc1` gave KDM5B inhibitor -52%.
Screening Cc1ccc2c(c1)N(CC(=O)NCCCN1CCCCC1)C(=O)c1cccnc1O2 returned KDM5B inhibitor 9%.
Screening Cc1cccc(Oc2ccc(NC(=O)c3ccc4c(c3)NC(=O)CS4)cc2)c1 returned KDM5B inhibitor -8%.
`CN(Cc1cccnc1)c1nc2c(c(=O)[nH]1)CCN(Cc1ccccc1C#N)CC2` gave KDM5B inhibitor 21%.
For OC[C@@H]1CN(CC2CCCCC2)C[C@H]1c1nc(C2CC2)no1 the results were KDM5B inhibitor -13%.
Cc1cccc(NC(=O)c2cn(-c3ccccc3)nc2-c2ccccc2)c1C was read as KDM5B inhibitor inconclusive.
`COc1ccc(-c2noc(-c3ccc(N4CCN(c5ccc(OC)cc5)CC4)c([N+](=O)[O-])c3)n2)cc1` gave KDM5B inhibitor -12%.
For COCCNC(=O)Cn1cc(C(C)=O)c2ccccc21 the results were KDM5B inhibitor 0%.
Screening COc1ccc(CNC(=O)c2cc(Cl)ccc2O)cc1OC returned KDM5B inhibitor 8%.
For CCOC(=O)c1cccc(NC(=O)NCc2ccc3c(c2)CCN3C(=O)c2ccccc2)c1 the results were KDM5B inhibitor -12%.
Screening N#C/C(=C/c1ccc(-c2ccc(F)cc2)o1)c1nc2ccccc2[nH]1 returned KDM5B inhibitor -11%.
`Cc1cnc(C(=O)N2CCC(N3C(=O)C(OCC4CC4)C34CCOCC4)CC2)cn1` (centres undefined) gave KDM5B inhibitor 28%.
`Cc1cc(=O)oc2c(C(=O)c3ccccc3)c(OCC(N)=O)ccc12` gave KDM5B inhibitor -6%.
For COc1cccc(N2CC(C(=O)N3CCC(C(=O)NCCc4ccc(Cl)cc4)C3)NC2=O)c1 (centres undefined) the results were KDM5B inhibitor 23%.
Screening COc1ccc(C(=O)COC(=O)c2ccc3c(c2)OCCO3)c(OC)c1 returned KDM5B inhibitor 17%.
Screening CC(C)(C)c1cc(SCCC#N)cc(C(C)(C)C)c1O returned KDM5B inhibitor 10%.
For COc1ccc(Nc2c(-c3ccc(Cl)cc3)nc3cnccn23)cc1OC the results were KDM5B inhibitor inconclusive.
`Cc1ccc(-c2cn[nH]c2C2CCCN(Cc3cn(CCO)nc3C)C2)cc1` (centres undefined) gave KDM5B inhibitor 7%.
`O=C(Cc1cccs1)N/N=C/c1c2ccccc2cc2ccccc12` gave KDM5B inhibitor 8%.
`CCOc1ccc(-c2nnc(SCC(=O)NCc3ccccc3)o2)cc1` gave KDM5B inhibitor inconclusive.

Ordered by number of heavy atoms (high to low): some entries from above.
Cc1cccc(NC(=O)c2cn(-c3ccccc3)nc2-c2ccccc2)c1C was read as KDM5B inhibitor inconclusive.
`Cc1cc(=O)oc2c(C(=O)c3ccccc3)c(OCC(N)=O)ccc12` gave KDM5B inhibitor -6%.
For COCCNC(=O)Cn1cc(C(C)=O)c2ccccc21 the results were KDM5B inhibitor 0%.

The results go on:
CC1CCCCN1CCCNC(=O)CN1C(=O)c2cccnc2Oc2ccc(Cl)cc21 (centres undefined) was read as KDM5B inhibitor 0%.
`COCCOc1ccc2c(n1)CCN(C(=O)C1CC1)C2` gave KDM5B inhibitor -5%.
`CC(C)N(C(=O)Cn1c(CN2CCCCC2)nc2ccccc21)c1ccccc1` gave KDM5B inhibitor 19%.
For CC(C)(C(=O)NCC(c1ccccc1)N1CCCC1)c1ccccc1 (centres undefined) the results were KDM5B inhibitor 2%.
`CCNc1nnc(SCc2nc(-c3ccccc3)no2)s1` gave KDM5B inhibitor 21%.
For COc1ccc(-c2noc([C@@H]3C[C@H](NCc4ccccn4)CN3C)n2)cc1 the results were KDM5B inhibitor -26%[86.2 µM].
For COc1ccc(NC2c3ccccc3C(=O)N2c2ccccn2)cc1 (centres undefined) the results were KDM5B inhibitor 3%.
Screening CC(C)CCn1c(=O)c2sccc2n2c(CCCC(=O)NC(C)c3ccccc3)nnc12 (centres undefined) returned KDM5B inhibitor -28%.
`O=C(C1CCCN(Cc2cccc3ccccc23)C1)N1CCCCC1` (centres undefined) gave KDM5B inhibitor -19%.
`Cc1ccc2nc(CO[C@H]3CN(C4CCC4)C[C@H]3F)[nH]c2c1` gave KDM5B inhibitor inconclusive.
Screening COc1ccc(C(=O)N2CCc3nc(-c4ccccc4)nc(-c4ccc(OC)cc4)c3C2)cc1 returned KDM5B inhibitor 44%[activator].
CCc1ccccc1NC(=O)N1CC(CC)Oc2ccc(Cl)cc21 (centres undefined) was read as KDM5B inhibitor -12%.
For COCCNC(=O)C(C)N1C(=O)COc2ccc(C(=O)COc3ccc(C)c(C)c3)cc21 (centres undefined) the results were KDM5B inhibitor -11%.
Screening O=C(Oc1ccc2cc(-c3ccc(Cl)cc3)c(=O)oc2c1)N1CCOCC1 returned KDM5B inhibitor inactive.
O=C(c1cccs1)N1CC(c2noc(C3CCCN3CC3CC3)n2)C1 (centres undefined) was read as KDM5B inhibitor -14%.

Reprinted from the part before: 5 entries, then new ones.
Screening COc1ccc(C(=O)N2CCc3nc(-c4ccccc4)nc(-c4ccc(OC)cc4)c3C2)cc1 returned KDM5B inhibitor 44%[activator].
CCc1ccccc1NC(=O)N1CC(CC)Oc2ccc(Cl)cc21 (centres undefined) was read as KDM5B inhibitor -12%.
For COCCNC(=O)C(C)N1C(=O)COc2ccc(C(=O)COc3ccc(C)c(C)c3)cc21 (centres undefined) the results were KDM5B inhibitor -11%.
Screening O=C(Oc1ccc2cc(-c3ccc(Cl)cc3)c(=O)oc2c1)N1CCOCC1 returned KDM5B inhibitor inactive.
O=C(c1cccs1)N1CC(c2noc(C3CCCN3CC3CC3)n2)C1 (centres undefined) was read as KDM5B inhibitor -14%.
`COc1c(C=O)c(CCN(C)C(=O)c2ccc(F)cc2)cc2c1OCO2` gave KDM5B inhibitor 25%.
Screening CC(C)CCNC(=O)CCC(=O)NNc1nc2ccccc2c2nc(-c3ccccc3)nn12 returned KDM5B inhibitor -5%.
`O=C(c1ccccn1)N1CCC(N2CCOCC2=O)CC1` gave KDM5B inhibitor -7%[149 µM].
`COc1cc(Cl)c(C)cc1NC(=O)Cn1ncc2c3ccccc3n(Cc3ccccc3)c2c1=O` gave KDM5B inhibitor -6%.
For CCC(CC)C(=O)N1CC[C@H]2NC(=O)N(c3ccc(C)cc3)C(=O)[C@H]21 the results were KDM5B inhibitor 15%[86.2 µM].
For Cc1ncoc1C(=O)N1CC[C@H](CO)[C@H](N(C)C)C1 the results were KDM5B inhibitor -1%.
For COc1ccc(Cc2nnc(SCC(=O)c3ccc(Cl)cc3)n2CC(C)C)cc1 the results were KDM5B inhibitor -1%.
For CN(C)c1ccc(-c2nc(C3CC(=O)N(c4ccc(Cl)cc4)C3)no2)cc1 (centres undefined) the results were KDM5B inhibitor 4µM*.
Screening COc1ccc(-c2nc(C3CC3)nc3c2CCN(C(=O)c2ccccc2F)CC3)cc1 returned KDM5B inhibitor -18%[115 µM].
For COc1ccc2c(c1)OCC(CNC(=O)c1scc3c1OCCO3)C2 (centres undefined) the results were KDM5B inhibitor 13%.
`COc1ccc(CN2C[C@H](O)C[C@H]2c2nc(Cc3ccc(F)cc3Cl)no2)c2ccccc12` gave KDM5B inhibitor inconclusive.
`CC(C)Cc1cc(CNC(=O)C2CCC(=O)N(Cc3cccc(C(F)(F)F)c3)C2)on1` (centres undefined) gave KDM5B inhibitor inconclusive.
`O=C(NCCn1ccn2nc(-c3ccc(F)cc3)cc2c1=O)c1cccc(Cl)c1` gave KDM5B inhibitor -13%.
`Cc1nc(N2CCC(C(=O)NC3CCc4ccccc43)CC2)cc(C(F)(F)F)n1` (centres undefined) gave KDM5B inhibitor -25%.
`N#CCCn1cc(C(=O)N2CCOCC2)c(-c2cccc(Cl)c2)n1` gave KDM5B inhibitor 6%.
For COCc1noc(CNc2cc(-c3ccccc3F)nc3ccnn23)n1 the results were KDM5B inhibitor inactive.
`CCCN(CCC)c1nn2c(=O)c(C(=O)NCc3cc(Br)ccc3OC)cnc2s1` gave KDM5B inhibitor -49%.
`COC(=O)c1cn([C@H]2CO[C@H]3[C@@H]2OC[C@@H]3NC(=O)Nc2ccc(OC)cc2)nn1` gave KDM5B inhibitor -4%[86.2 µM].
